Bioassay records deposited in PubChem by The Scripps Research Institute Molecular Screening Center.
TEAD-YAP inh = TEAD-YAP interaction inhibition, primary screen, TEAD-YAP interaction inhibitor project, luminescence, HEK-TIYL cells; inhibition, % at 9.12 µM; 640,000 compounds, 1.4% hits; AID 1259422, 2018; TEAD-Gal4/YAP UAS-luciferase luminescence; in the data active means inhibition above about 32%;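 further: 0% = median of test compound wells and 100% = reference inhibitor wells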
GPR151 ag = activators of human GPR151, primary screen, cell-based, PathHunter beta-arrestin, luminescence; PathHunter beta-arrestin GPR151 cells; activation, % at 11.2 µM; G-protein coupled receptor 151 (Homo sapiens), Q8TDV0; 650,000 compounds, 1% hits; AID 1508602, 2020; in the data active means activation above about 4.9%;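 further: 0% = median of compound wells and 100% = cells with positive control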
Target sequence (Q8TDV0 whole entry, looked up): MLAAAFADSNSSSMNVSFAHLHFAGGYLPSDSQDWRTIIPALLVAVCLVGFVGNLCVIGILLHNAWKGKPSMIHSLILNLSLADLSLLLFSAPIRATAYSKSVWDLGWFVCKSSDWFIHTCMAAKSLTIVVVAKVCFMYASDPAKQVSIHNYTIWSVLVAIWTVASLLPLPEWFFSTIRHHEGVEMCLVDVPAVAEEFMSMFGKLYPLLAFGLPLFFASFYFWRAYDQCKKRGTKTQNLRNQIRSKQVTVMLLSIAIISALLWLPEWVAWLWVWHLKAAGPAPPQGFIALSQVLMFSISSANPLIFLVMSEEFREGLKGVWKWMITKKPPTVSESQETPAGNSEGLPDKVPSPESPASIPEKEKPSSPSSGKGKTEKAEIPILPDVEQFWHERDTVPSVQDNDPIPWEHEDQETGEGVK
FBW7 activator = FBW7 E3 ligase activators, primary screen, biochemical, AlphaScreen, human | F-box/WD repeat-containing protein 7 (Homo sapiens), Q969H0 | AlphaScreen FBW7–phospho-cyclin E peptide binding, activator screen | normalized activity (activation), % at 26.1 µM | 650,000 compounds, 0.13% hits | AID 1259310, 2017; in the data active means normalized activity above about 1.9%;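 further: purified mutant Fbw7 with reduced substrate affinity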
MITF inh = MITF inhibitors, primary screen, biochemical, AlphaScreen, human; inhibition, % at 2.6 µM; AlphaScreen MITF homodimerization, bead proximity signal; AID 1259374, 2018; 650,000 compounds, 0.91% hits; Microphthalmia-associated transcription factor (Homo sapiens), O75030; in the data active means inhibition above about 50%;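 further: 0% = vehicle wells with protein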
Target sequence (O75030 whole entry, looked up): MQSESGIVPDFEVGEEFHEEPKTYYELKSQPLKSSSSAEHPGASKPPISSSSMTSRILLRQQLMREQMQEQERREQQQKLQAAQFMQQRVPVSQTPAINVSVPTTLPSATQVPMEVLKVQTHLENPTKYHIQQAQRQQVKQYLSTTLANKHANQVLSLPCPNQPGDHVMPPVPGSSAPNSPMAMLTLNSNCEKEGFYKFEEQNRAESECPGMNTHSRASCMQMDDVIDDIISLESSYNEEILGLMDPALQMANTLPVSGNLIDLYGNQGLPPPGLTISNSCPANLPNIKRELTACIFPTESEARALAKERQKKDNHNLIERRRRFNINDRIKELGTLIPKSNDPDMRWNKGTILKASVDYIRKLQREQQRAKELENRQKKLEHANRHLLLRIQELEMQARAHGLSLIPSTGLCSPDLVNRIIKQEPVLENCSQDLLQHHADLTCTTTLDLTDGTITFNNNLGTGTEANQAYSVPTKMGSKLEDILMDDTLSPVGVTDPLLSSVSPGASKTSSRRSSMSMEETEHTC
* hit, by the source's call; & = joins results of further samples.

SMILES	TEAD-YAP inh	GPR151 ag	FBW7 activator	MITF inh
Cc1cc(C)n(S(=O)(=O)c2ccc(Cl)cc2C)n1	-2	-0.3	-0.1	-18
Cc1ccccc1NC(=S)NCCCN1CCOCC1	0&-1	0.3&-0.1	0.0&-0.1	7&9
Cc1ccc(C(C)C)c(Oc2nc3ccccn3c(=O)c2/C=C(\C#N)C(N)=O)c1	-2	0.0	0.1	13
CCC(C(=O)NCCc1ccc(OC)c(OC)c1)n1nc(C)n2c(cc3occc32)c1=O (stereo unspecified)	-1	-0.4	-0.1	8
CN(C)c1ccc(C2CC(c3c(-c4ccccc4)c4cc(Cl)ccc4[nH]c3=O)=NN2C(=O)Cc2ccccc2)cc1 (stereo unspecified)	13	2.2	0.0	28
CC(C)OC(=O)CCC(=O)Nc1ccc(F)cc1F	-5	-1.2	-0.1	9
COc1ccc(CCNc2ncnc3c2nc(-c2ccc(C(=O)NC4CC4)cc2)n3C(C)C)cc1	21	3.5	0.0	6
COc1ccc(/C(C)=N\Nc2ccc([N+](=O)[O-])cc2[N+](=O)[O-])c(OC)c1	1	-0.8	-0.2	2
O=C(Cc1ccccc1)N/N=C/c1cccc(Cl)c1	0	-1.2	0.0	-12
CCOC(=O)C1=C(C)NC(C)=C(C(=O)OCC)C1c1ccc(-c2cccc(Br)c2)o1	-6	3.7	0.1	0
O=C1C2C3C=CC(C3)C2C(=O)N1c1ccc(Cl)c(F)c1 (stereo unspecified)	2	0.5	0.0	5
O=C(CCOc1ccccc1)Nc1ccnn1C1CCN(C(=O)c2cnsn2)CC1	-3	2.2	0.1	2
Cc1cc(C)n2nc(SCCC(=O)NCCc3ccccc3)nc2n1	8	-0.1	0.3	9
COc1ccc(C(=O)NCc2ccco2)cc1OC	-9	-1.3	-0.1	1
COC(=O)C1CN(c2ccc(Br)cc2)N=C1C(C)=O (stereo unspecified)	-2	-0.3	0.2	-11
COc1ccc(-n2c(=S)[nH]c3cc(C(=O)NCCSCc4ccccc4)ccc3c2=O)cc1OC	5	1.0	0.1	3
C#CCSc1nc2sc3c(c2c(=O)n1CC=C)CCCC3	-20	-0.8	0.0	-12
COc1ccc(O)c(C2=Nc3ccccc3N=C(c3ccc(C)cc3)C2)c1	-57	0.8	0.0	17
O=C(NC1CCCCC1)C(c1ccccn1)N(C(=O)c1csnn1)c1ccccc1F (stereo unspecified)	1	0.1	-0.1	-1
Cc1ccc(CNc2nc(=S)[nH]c3ccccc23)o1	-28	0.0	0.0	7
O=C(CSc1nc2ccc(NC(=O)c3ccccc3Cl)cc2s1)c1ccc(F)cc1	-8	-1.3	0.0	11
O=C1CSC(c2cccc(Cl)c2Cl)N1c1ccc(F)c(Cl)c1 (stereo unspecified)	-5	2.0	0.0	0
Cc1ccc(/C(O)=C2/C(=O)C(=O)N(CCCC(=O)O)C2c2cccc([N+](=O)[O-])c2)cc1 (stereo unspecified)	-3	1.9	-0.1	-6
O=C1CCC(=O)N1OCCCOc1cccc(C(F)(F)F)c1	11	-0.9	0.0	13
Cc1ccc(C(=O)O)cc1NC(=O)CN1C(=O)c2ccccc2C1=O	1	-0.1	-0.3	22

Of the compounds above, two contain a COOH group.
SMILES	TEAD-YAP inh	GPR151 ag	FBW7 activator	MITF inh
Cc1ccc(/C(O)=C2/C(=O)C(=O)N(CCCC(=O)O)C2c2cccc([N+](=O)[O-])c2)cc1 (stereo unspecified)	-3	1.9	-0.1	-6
Cc1ccc(C(=O)O)cc1NC(=O)CN1C(=O)c2ccccc2C1=O	1	-0.1	-0.3	22

Returning to the listing with the 7 entries that preceded the break.
SMILES	TEAD-YAP inh	GPR151 ag	FBW7 activator	MITF inh
O=C(NC1CCCCC1)C(c1ccccn1)N(C(=O)c1csnn1)c1ccccc1F (stereo unspecified)	1	0.1	-0.1	-1
Cc1ccc(CNc2nc(=S)[nH]c3ccccc23)o1	-28	0.0	0.0	7
O=C(CSc1nc2ccc(NC(=O)c3ccccc3Cl)cc2s1)c1ccc(F)cc1	-8	-1.3	0.0	11
O=C1CSC(c2cccc(Cl)c2Cl)N1c1ccc(F)c(Cl)c1 (stereo unspecified)	-5	2.0	0.0	0
Cc1ccc(/C(O)=C2/C(=O)C(=O)N(CCCC(=O)O)C2c2cccc([N+](=O)[O-])c2)cc1 (stereo unspecified)	-3	1.9	-0.1	-6
O=C1CCC(=O)N1OCCCOc1cccc(C(F)(F)F)c1	11	-0.9	0.0	13
Cc1ccc(C(=O)O)cc1NC(=O)CN1C(=O)c2ccccc2C1=O	1	-0.1	-0.3	22
CCn1c(=O)[nH]c2sc3c(c2c1=O)CCCC3	7	0.0	0.2	5
O=C(C1=C(O)C(=O)N(c2ccccc2)C1c1ccccc1)c1cccs1 (stereo unspecified)	-3	0.8	-0.2	2
CCc1ccc(CN2CCc3nnc(CCNC(=O)C4CCCCC4)n3CC2)o1	5	0.1	0.1	9
CC(=O)C1=C(C)NC(SCC(N)=O)=C(C#N)C1c1ccc(F)cc1 (stereo unspecified)	-7	1.5	-0.1	11
CCN(Cc1ccccc1)S(=O)(=O)c1cc(C(=O)Nc2ccc(Oc3ccccc3)cc2)ccc1F	66*	0.6	0.0	2
CCOC(=O)C1=C(C)N=c2s/c(=C/c3cc(Cl)cc(Cl)c3O)c(=O)n2C1c1cc(OC)ccc1OC (stereo unspecified)	4	-0.1	0.0	-2
COc1ccc(S(=O)(=O)Nc2cccc([N+](=O)[O-])c2)cc1I	-1	-0.4	-0.2	0
COc1ccccc1CNCc1ccc(C(=O)O)s1	10	-0.4	0.2	5
CCOC(=O)c1c(-c2ccccc2)oc2ccc(NS(=O)(=O)c3cc(C)ccc3C)cc12	8	-0.3	0.6	6
CCN(CC)S(=O)(=O)c1cccc(S(=O)(=O)N2CCCCC2)c1	0	0.2	-0.1	-6
CC(=O)c1c(C)oc2c(Cl)cc(NS(=O)(=O)c3ccc(Cl)cc3)cc12	6	0.6	0.1	6
Cc1cc(C)n(-c2cccc(C(F)(F)F)c2)c(=O)c1C#N	8	-0.2	0.2	5
O=C(CN1CCN(CC(=O)Nc2ccccn2)CC1)Nc1ccccn1	-3	-0.8	0.0	12
CC(C)C(=O)NC(C)c1nnc2n1CCN(Cc1ccc3c(c1)Cc1ccccc1-3)CC2 (stereo unspecified)	2	-0.1	0.3	-19
Cc1nc(N(C)c2ccc(C(C)C)cc2)c2c(C)c(C(=O)N(C)Cc3ccccc3)sc2n1	-2	-0.1	0.1	-45
COc1ccc(S(=O)(=O)N(CC(=O)NC2CCCCC2O)c2ccc(C)cc2)cc1OC (stereo unspecified)	-5	-0.5	1.0	9
COc1cc(/C=C2/C(=O)N(c3ccccc3)N=C2C)ccc1OC(C)=O	12	-0.4	0.1	10
O=C(NCc1cccnc1)C(=O)NCC(c1cccnc1)N1CCN(c2ccccc2)CC1 (stereo unspecified)	-8	0.5	0.1	1
COC(=O)COc1ccc(NC(=O)Cn2nc(-c3ccccc3)c3ccccc3c2=O)cc1	1	-1.7	0.1	1
CCN(CC)C(=O)C1CCCN(c2cc(C(=O)NCCO)c3ccccc3n2)C1 (stereo unspecified)	9	-0.9	-0.1	4
COc1ccccc1NC(=O)CSc1nc2ccccc2c(=O)n1CCCC(=O)NCCc1ccccc1	2	-0.1	0.0	-10
Nc1nc(Nc2ccccc2)cc(Nc2nccc3ccccc23)n1	12	2.1	-0.1	-6
O=S(=O)(c1ccccc1F)N1CCNCC1	1	-0.9	0.2	4
CCOC(=O)C1CCN(C2CCN(CC)CC2)CC1	6	0.7	-0.1	5
CC(=O)NC1=NC(=O)/C(=C\c2ccc(OCc3ccccc3)cc2)S1	-3	0.4	-0.1	5

Next part.
SMILES	TEAD-YAP inh	GPR151 ag	FBW7 activator	MITF inh
CCOc1ccccc1NS(=O)(=O)c1cc(Cl)ccc1Cl	4	-0.3	-0.1	7
Cc1nc2c(C(=O)N3CCCCC3)cnn2c(C)c1Cc1ccccc1Br	-64	-1.2	0.0	8
Cc1ccsc1C(C(=O)NC(C)(C)C)N(C(=O)c1csnn1)c1ccccc1 (stereo unspecified)	0	0.7	-0.1	-4
Nc1nc(-c2ccco2)c(-c2ccco2)s1	6	-0.1	-0.2	14
Cc1nnn(C23CC4CC(CC(C(=O)Nc5ccc(C)c(C)c5)(C4)C2)C3)n1	12	0.2	-0.1	4
O=C1OC(c2ccccc2Br)=N/C1=C\c1cccc(F)c1	5	-1.0	0.0	-3
CC(C)c1ccc(NC(=O)N[C@H]2C[C@H]3C(=O)N[C@H](CO)C(=O)N3C2)cc1	-2	1.1	0.2	0
OCCN1C[C@H](O)[C@@H](O)[C@H](O)[C@H]1CO	-7	-1.2&0.2	0.1&-0.1	0&-2
NC(=O)c1c(NC(=O)CNc2ccc(I)cc2)sc2c1CCC2	14	-0.5	0.2	13
CCOC(=O)c1sc(NC(=S)Nc2cnccn2)c(C(=O)OCC)c1C	0	-0.4	0.0	-6
Cc1nc(NCc2ccccn2)c2cc(C)sc2n1	12	2.9	-0.1	10
CCOc1ccc(C2C(C#N)=C(N)Oc3c2c(C)nn3-c2ccccc2)cc1 (stereo unspecified)	3	-0.3	-0.1	17
Cc1ccc(-c2cc(C(F)(F)F)n3nc(C(=O)N(C)C4CCCCC4)c(Cl)c3n2)cc1	11	-0.3	0.1	-9
CCOC(=O)C1=C(C)N=c2s/c(=C\c3ccc(-c4cccc(C(=O)O)c4)o3)c(=O)n2C1c1ccc(OC)c(OC)c1 (stereo unspecified)	5	-0.1	-0.1	-6
COC(=O)c1cn(C[C@@H]2CCCN(C(=O)OC(C)(C)C)C2)nn1	1	-0.1	0.2	-4
O=S(=O)(c1ccc(Cl)c(S(=O)(=O)N2CCCC2)c1)N1CCCC1	-6	-0.9	0.2	-1
C/C(=N\Nc1cc(N2CCOCC2)nc(C)n1)c1ccc(F)cc1	-10	0.1	-0.2	12
O=C(Nc1ccccc1C(=O)N/N=C/c1ccccn1)c1ccc([N+](=O)[O-])cc1	8	0.0	0.1	6
Cc1nc(Cl)c(C(=O)N(C)Cc2ccccc2)c(C)c1Cl	-2	1.0	0.0	-5
CC1CCN(c2ccc(/C=C(\C#N)c3nc4ccccc4[nH]3)cc2[N+](=O)[O-])CC1	11	0.7	0.5	13
NC(=O)c1ccc(-c2ncc(C(=O)NCc3ccccc3)s2)cc1	-3	1.3	0.0	-4
O=C(O)CCC(=O)NCCCc1ccccc1	6	0.2	0.1	-12
COc1ccc(CNC(=O)c2cc(Sc3ccccc3Cl)nc3ccccc23)cc1	-2	-0.9	0.1	2
CC(=O)OCCN1C(=O)c2ccc(N)cc2C1=O	7	-0.7	0.0	1
O=C(Nc1ccc(-c2nc3cc(Cl)ccc3o2)cc1)c1ccc([N+](=O)[O-])o1	6	-0.8	-0.1	-5

Continuation:
SMILES	TEAD-YAP inh	GPR151 ag	FBW7 activator	MITF inh
Cc1ccc(CN[C@H]2C[C@H]3C(=O)N[C@H](C)C(=O)N3C2)c(C)c1	0	0.8	-0.1	-2
CCOC(=O)c1c(N2C(N)=C(C#N)C(c3ccc(OCC)cc3)C3=C2CC(C)(C)CC3=O)sc2c1CCCC2 (stereo unspecified)	5	0.3	0.3	9
CCCCCOc1ccc2c(=O)c(Oc3cc(C)ccc3C)coc2c1	-35	2.9	0.2	-6
CCCCN(CC)C(=O)CSc1nnc2c(n1)[nH]c1ccc(S(=O)(=O)N(CC)CC)cc12	-6	-0.2	-0.3	1
CC1CCCN(C(=O)C(=O)Nc2ccc3nc4n(c(=O)c3c2)CCCCC4)C1 (stereo unspecified)	-5	0.5	-0.2	4
CC(C)N(CCNC(=O)c1csc(Nc2ccncn2)n1)C(C)C	0	0.1	0.1	0
COc1ccc(C2CC(C(F)(F)F)n3nc(C(=O)Nc4ccc(Cl)cc4)cc3N2)cc1 (stereo unspecified)	-4	0.0	0.1	1
CCn1c(N2CCC(C(=O)NCCOC)CC2)nc2ccccc21	-8	-0.3	-0.1	-9
Cc1ccc(-n2ncc3c(=O)n(CC(=O)Nc4ccc([N+](=O)[O-])cc4)cnc32)cc1C	19	-0.2	0.2	8
COC(=O)C1=CN(C2CC2)C=C(C(=O)OC)C1c1ccc([N+](=O)[O-])cc1	-14	-0.6	-0.1	-9
COc1ccc(OC)c(NC(=O)COc2ccc3c4c(c(=O)oc3c2)CCC4)c1	-1	1.2	0.2	10
CCCOc1ccc(N2C(=O)CC(N3CCN(Cc4ccc(Cl)cc4)CC3)C2=O)cc1 (stereo unspecified)	3	1.0	-0.1	7
O=C(CCc1ccccc1)N/N=C/c1ccc(Br)c([N+](=O)[O-])c1	1	0.0	-0.1	-1
CCCOc1ccc(C(=O)Nc2ccc3oc(-c4ccc(C)cc4C)nc3c2)cc1	5	-0.4	0.0	-1
CCOc1ccccc1OCC(=O)Nc1ccc(Br)cc1	-6	0.0	-0.1	-10
Cc1nc2cc3c(cc2n1CCOc1ccccc1Cl)OCCO3	-7	-0.9	0.0	9
O=C(CN(C(=O)CNC(=O)c1ccco1)c1cccc(F)c1)NC1CCCCC1	7	-0.8	0.2	14
CCCCC(=O)Nc1ccc(C(=O)NNC(=O)c2cccs2)cc1	-5	1.0	0.2	-18
O=C1OC(c2ccc(Br)cc2)=N/C1=C\c1cccs1	-2	-1.2	0.3	6
CCOC(=O)c1nnn(CC(=O)Nc2ccc(C)c(C)c2)c1C(=O)OCC	5	1.4	0.0	4
Cc1ccc2c(c1)CC(C(=O)Nc1ccc(-c3cn[nH]c3)cc1OCC(=O)O)CO2 (stereo unspecified)	-8	-0.4	0.1	10
